From PubChem
CDK5 p35 inh – blocks human CDK5/p35 kinase activity. Q00535+Q15078. Recombinant CDK5/p35, ADP-Glo luminescence, 60 min. inhibition, % at 10 µM. 0.01% of 330,000 active. AID 488839;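 active means highest replicate inhibition of at least 50% and at least 75% of replicates reaching 50%; inconclusive means only one of the two criteria met; inactive means both criteria failed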;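 further: plate controls were DMSO neutral control for no effect and GW8510 at 10 µM for full effect; many of its hits are not listed in these tables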
MITF act – MITF TRPM1 promoter activation in melanoma cells | SK-MEL-5 TRPM1-promoter luciferase, 24 h; % of positive control, neutral wells = 0 | AID 588334 | 0.75% of 300,000 active | activation, % at 12.5 µM;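 active means mean activation of at least 80% with every replicate also reaching 80%; inconclusive means mean reaches 80% but some replicate falls short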;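 further: 0% = neutral control wells and 100% = parthenolide positive control wells; values of inactives mirror those of a sister screen read the other way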
SR-BI DiI-HDL act – activators of SR-BI mediated HDL lipid uptake. CHO ldlA[mSR-BI] cells, DiI-HDL uptake fluorescence, 3 h; 100 = double the neutral-control signal. activation, % at 12.5 µM. 0.096% of 320,000 active. AID 504775;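 active means mean replicate activation of at least 60% and every replicate at or above 60%; inconclusive means mean or all-replicate condition met, but not both; inactive means mean below 60% and not all replicates reaching 60%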;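 further: 0% = median plate neutral-control signal and 100% = twice that signal; values of inactives mirror those of a sister screen read the other way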
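system = CHO ldlA[mSR-BI] cells, LDL receptor-null, SR-BI overexpressing | medium = Ham's F12 with 0.5% BSA, HEPES 25 mM, pH 7.4 | probe or stimulus = DiI-HDL 10 µg/mL | compound dosing = single-point compound dose | incubation = compound exposure 3 h, 37 °C | technique = DiI fluorescence, bottom read | read-out = cell-associated DiI fluorescence as measure of HDL uptake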
HTR5A ag – HTR5A agonism, opioid heterodimer counter-screen. HTR5A agonist assay, luminescence, cell-based. activation, % at 9.3 µM. 0.61% of 340,000 active; in the data active means activation mostly above about 9.5%, no sharp cut-off; inactive means mostly below about 7.6%;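 further: 0% = cells with vehicle only and 100% = reference agonist; strong numbers were not always called active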
Rtt109 HAT inh – C. albicans Rtt109 histone acetyltransferase inhibition; Q5AAJ8; purified Rtt109/Vps75, ThioGlo CoA-SH fluorescence, 4 h; inhibition, % at 34.9 µM; 0.16% of 330,000 active; AID 540336;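 active means inhibition of at least 50% in every replicate; inconclusive means best replicate reaches 50% inhibition but some replicates fall short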
SR-BI HDL uptake – mouse SR-BI HDL lipid transfer inhibition; Q61009; inhibition, % at 12.5 µM; 0.96% of 320,000 active; ldlA[mSR-BI] CHO cells, DiI-HDL uptake fluorescence, 3 h;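 active means mean replicate inhibition of at least 70% and a set share of replicates each scoring 70 or more; inconclusive means meets just one of the two criteria; inactive means fails both criteria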;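 further: 0% = median of neutral control wells and 100% = median of positive control wells; values of inactives mirror those of a sister screen read the other way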
Target sequence (Q61009 whole entry, looked up): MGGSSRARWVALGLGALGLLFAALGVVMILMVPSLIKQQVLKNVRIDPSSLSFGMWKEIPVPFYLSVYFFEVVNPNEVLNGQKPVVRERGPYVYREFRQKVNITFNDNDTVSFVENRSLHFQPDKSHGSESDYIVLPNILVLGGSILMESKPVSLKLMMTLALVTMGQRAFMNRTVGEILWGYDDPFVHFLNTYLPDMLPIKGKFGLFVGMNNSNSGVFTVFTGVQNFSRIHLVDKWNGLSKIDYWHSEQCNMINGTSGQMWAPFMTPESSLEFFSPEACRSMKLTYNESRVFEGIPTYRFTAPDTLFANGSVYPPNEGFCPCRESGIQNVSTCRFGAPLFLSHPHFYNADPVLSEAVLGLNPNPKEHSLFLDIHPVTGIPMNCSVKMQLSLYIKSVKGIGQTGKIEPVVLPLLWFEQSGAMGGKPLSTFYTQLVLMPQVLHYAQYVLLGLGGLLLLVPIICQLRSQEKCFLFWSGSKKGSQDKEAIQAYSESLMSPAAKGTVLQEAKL
dFosB act – enhances mouse delta FosB homodimer DNA binding; P13346; purified delta FosB, TAMRA-CDK5 oligo fluorescence polarization; percent of positive-control signal above neutral wells; activation, % at 25 µM; 0.99% of 340,000 active; AID 493131;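 active means mean activation above about 17%, with every replicate also reaching it, limit read from the data, passing the limit was not always enough; inconclusive means only one of the two conditions met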;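 further: fluorescence polarization rise as delta FosB binds a TAMRA Cdk5 AP-1 oligo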
Target sequence (P13346 whole entry, looked up): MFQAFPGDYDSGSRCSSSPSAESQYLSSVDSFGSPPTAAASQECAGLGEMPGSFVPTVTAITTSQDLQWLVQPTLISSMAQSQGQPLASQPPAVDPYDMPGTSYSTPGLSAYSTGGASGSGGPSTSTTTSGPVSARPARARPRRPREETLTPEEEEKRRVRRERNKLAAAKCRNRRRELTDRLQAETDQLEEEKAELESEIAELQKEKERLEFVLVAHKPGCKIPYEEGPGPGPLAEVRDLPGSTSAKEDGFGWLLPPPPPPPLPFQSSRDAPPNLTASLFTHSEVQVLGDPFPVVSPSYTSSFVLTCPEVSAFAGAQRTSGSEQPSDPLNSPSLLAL
PvdQ inh – blocks Pseudomonas aeruginosa PvdQ acylase activity; purified PvdQ acylase, fluorescence plate reader; inhibition, % at 10 µM; 0.063% of 340,000 active; AID 488965; in the data active means inhibition above about 30%, passing the limit was not always enough; inconclusive means no clear call, values can overlap the other calls;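 further: 0% = vehicle neutral wells and 100% = reference inhibitor wells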
cardiac RTF act – cardiac RTF calcium sensitization; P19429+P45379; IANBD-labeled TnC RTF fluorescence at EC20 calcium; 0% EC20 calcium, 100% full calcium; activation, % at 7.2 µM; 0.24% of 340,000 active; AID 493008;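 active means activation above the mean over all tested compounds plus 3 SD, cut at about 30% in these data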;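 further: rise in fluorescence read as greater calcium sensitivity of cardiac thin filaments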
Wnt act – Wnt/beta-catenin pathway activation; activation, % at 9.35 µM; AID 743398; Wnt/beta-catenin reporter cell assay, activator, plate reader; 1.2% of 300,000 active; in the data active means activation above about 30%, passing the limit was not always enough; inconclusive means no clear call, values can overlap the other calls;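 further: 0% = neutral control wells and 100% = positive control wells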
An asterisk follows results filed as active; ? = inconclusive; / = not tested or not shown. The order is random. Share with any hit: about 4.4%.

SMILES	CDK5 p35 inh	MITF act	SR-BI DiI-HDL act	HTR5A ag	Rtt109 HAT inh	SR-BI HDL uptake	dFosB act	PvdQ inh	cardiac RTF act	Wnt act
Cn1c(=O)c(Cc2ccccc2)c(O)c2ccccc21	-0.9	-4	-6	3	11	6	2	4	-3	-3
CN(C)C1(CN=Cc2cc(Cl)cc([N+](=O)[O-])c2O)CCCCC1	-0.2	1	/	-3	-20	/	-14	-11	2	-1
CCCC(=O)OC1CCS(=O)(=O)c2sccc21 (stereo not drawn)	-1.3	3	16	-1	1	-16	-1	-10	10	-1
Cc1c(-c2ccn[nH]2)cc(NC(=O)c2ccc(Cl)cc2)c(=O)n1N	0.9	0	-22	/	2	22	-15	-15	/	-1
O=C(OCC(=O)c1c[nH]c2ccccc12)c1cncc(Br)c1	0.1	-9	-40	-2	12	40	-26	3	-6	0
Cc1cnc(C(=O)OC(C)C(=O)Nc2ccc(Cl)cn2)cn1 (stereo not drawn)	1.7	-3	23	0	1	-23	-2	-2	1	/
CCOc1ccc(C(=O)Nc2cccc(C(C)=O)c2)cc1[N+](=O)[O-]	0.7	0	-66	0	0	66	14	5	-4	-2
COc1cc2[nH]c(C(=O)N3CCC(Cc4ccccc4)CC3)cc2c(OC)c1OC	-1.9	-8	-12	-3	-15	12	-11	-5	-1	-3
C/C(Cc1ccccc1)=N\NC(=O)CNC(=O)c1ccccc1O	-0.4	-6	26	4	3	-26	1	-1	5	1
CN(C(=O)COC(=O)/C=C/c1cn(-c2ccccc2)nc1-c1ccc2c(c1)OCCO2)C1CCS(=O)(=O)C1 (stereo not drawn)	-0.4	2	-11	3	-2	11	9	-3	1	0
COc1ccc2c(c1)OC[C@H]1[C@H]2N2C(=O)CN(Cc3ccc(F)cc3)C(=O)[C@@]2(C)[C@H]1c1ccccc1	-0.7	10	-30	-1	0	30	-3	-9	-2	8
O=C1CCCC(O)=C1C=NCc1ccccc1	0.0	-2	14	0	1	-14	-1	-15	12	2
OC(CNCCc1ccccc1)COc1ccc(OCC(O)CNCCc2ccccc2)cc1 (stereo not drawn)	0.5	/	31	-3	15	-31	19*	-6	1	2
O=C(c1ccccc1)N1CCN(c2ccc([N+](=O)[O-])c(NCc3cccnc3)c2)CC1	-3.6	3	-31	-4	7	31	-10	25	3	-2
Cc1ccc2c(c1)N(CC(=O)c1cccc(Cl)c1)C(=O)C(C)O2 (stereo not drawn)	2.4	-8	-37	-3	2	37	-12	-4	4	/
COc1ccc(-c2cc(C(F)(F)F)nc(NCc3cccs3)n2)cc1	-6.1	9	-58	1	6	58	-6	-2	0	-2
O=C(NNS(=O)(=O)c1ccccc1)C(O)(c1ccccc1)c1ccccc1	1.8	-12	35	5	-6	-35	-1	1	4	/
Cc1cc(OCC(=O)N(C(C)C)C(C)C)ccc1Cl	0.5	-8	-18	1	-13	18	-10	-7	4	-1
COc1ccc(NC(=O)COC(=O)CC2CCCC2)cc1	1.8	11	12	1	-4	-12	7	1	-3	0
Cc1cc(Br)ccc1SCC(=O)N1CCN(S(=O)(=O)c2ccccc2)CC1	-0.8	-4	-64	2	6	64	-12	-15	-1	0
COCC(C)N=C1NN=C(c2ccc(NC(C)=O)cc2)CS1 (stereo not drawn)	-0.6	16	1	-4	-1	-1	-7	-7	7	3
CN(CC(=O)NCc1ccc(F)cc1)CC(=O)Nc1ccc(Cl)c(C(F)(F)F)c1	0.0	5	-9	4	32	9	-8	11	-3	-3
CN(C)CCn1ccc(O)c(Cc2ccc(Cl)cc2)c1=O	2.1	-4	2	1	5	-2	2	-3	-3	1
O=C(O)CSc1nc(-c2cccs2)cc(C(F)(F)F)n1	0.9	-1	22	/	24	-22	3	-1	/	13
C=CCOc1cccc(C2/C(=C(/O)c3ccc(F)cc3)C(=O)C(=O)N2CCN2CCOCC2)c1 (stereo not drawn)	-0.5	-8	13	-4	-4	-13	-17	-4	0	-6
O=C(CCNC(=O)C1CCN(S(=O)(=O)c2ccccc2)CC1)NCCc1cccc(F)c1	-0.6	-7	-16	6	1	16	-1	-2	-1	-1
CCCc1sc(N)nc1-c1ccc(Cl)cc1	-2.2	-12	-18	5	0	18	-9	3	-1	3
COc1ccc(/C=C/C(=O)N[C@H](C(=O)O)C(C)C)cc1	0.1	5	5	-1	3	-5	-2	-9	0	-2
O=C(Cc1ccccc1)N/N=C/c1cc2c(cc1Cl)OCO2	-1.4	4	2	-1	-1	-2	-8	14	14	3
CCN(CC)CCCNC(=O)c1cc2c(=O)n(C)c3ccccc3c2n1C	-4.7	4	-44	3	-3	44	-17	-2	12	10
COc1cc(NC(=O)c2cc3sccc3n2C)cc(OC)c1	0.7	77	-69	0	-7	69	-7	-8	-5	?
O=C(O)C1C2C=CC3(CN(Cc4ccco4)C(=O)C13)O2 (stereo not drawn)	0.2	10	-2	-3	3	2	-12	-16	3	0
O=C(NCc1ccccc1Cl)C1CCC(=O)N(CCCN2CCCC2=O)C1 (stereo not drawn)	0.7	-8	26	2	-4	-26	-1	-1	-1	0
COc1cc(C)ccc1OCCOCCOc1ccc([N+](=O)[O-])cc1	-1.0	17	32	3	-1	-32	7	-7	-4	-1
O=C(CCN1CCN(CCO)CC1)Nc1ccc(F)c(F)c1	-1.2	/	-10	1	/	10	-1	-10	9	8
CCn1c(=O)c(C)nn2c3ccccc3nc12	-0.7	-2	36	-2	5	-36	0	-2	-2	1
O=C(c1ccc(-c2cccc(C(F)(F)F)c2)o1)N1CCCC(C(F)(F)F)C1 (stereo not drawn)	-0.3	18	2	11*	-3	-2	-10	-2	-5	1
O=C(Nc1nc2c(s1)C(=O)CCC2)c1ccccc1	2.1	50	-14	1	12	14	-2	-14	0	/
O=[N+]([O-])c1ccccc1/C=N/N1CCN(c2ccccn2)CC1	1.2	/	-1	4	1	1	1	-8	-3	15
Cc1cc(C)c(S(=O)(=O)N2CCCC(C(=O)NCc3ccncc3)C2)c(C)c1 (stereo not drawn)	-0.9	0	-7	4	-9	7	-8	-3	-3	1

The list goes on; it opens with the 3 that closed the last part.
SMILES	CDK5 p35 inh	MITF act	SR-BI DiI-HDL act	HTR5A ag	Rtt109 HAT inh	SR-BI HDL uptake	dFosB act	PvdQ inh	cardiac RTF act	Wnt act
O=C(Nc1nc2c(s1)C(=O)CCC2)c1ccccc1	2.1	50	-14	1	12	14	-2	-14	0	/
O=[N+]([O-])c1ccccc1/C=N/N1CCN(c2ccccn2)CC1	1.2	/	-1	4	1	1	1	-8	-3	15
Cc1cc(C)c(S(=O)(=O)N2CCCC(C(=O)NCc3ccncc3)C2)c(C)c1 (stereo not drawn)	-0.9	0	-7	4	-9	7	-8	-3	-3	1
COc1ccc(NC(=O)c2ccc(OCC3CCCO3)cc2)cc1Cl (stereo not drawn)	-1.2	57	-63	-2	-30	63	-5	1	-9	22
CCOc1ccc(OCC(=O)Nc2ccc(OC)cc2[N+](=O)[O-])cc1	2.6	-5	13	-3	/	-13	-11	9	0	0
O=C(NCc1ccc(Cl)cc1)C1CCN(S(=O)(=O)c2cc([N+](=O)[O-])ccc2Cl)CC1	-0.7	17	-38	1	2	38	-3	-11	1	/
CC1(C)CN(c2ccc(N3CC(C)(C)C3=O)cc2)C1=O	-0.5	47	6	-2	9	-6	4	-4	-6	2
CC(=O)C1=C(C)NC(=O)NC1c1ccccc1OCC(=O)NCCc1ccccc1 (stereo not drawn)	0.9	7	8	2	-5	-8	-7	-7	5	/
O=C(NCC1CCCO1)c1ccc(S(=O)(=O)N2CCCCC2)cc1 (stereo not drawn)	-1.1	-14	12	-2	-1	-12	-4	-4	-2	1
CCOC(=O)c1cc2c(ccn2C)n1CC(=O)N(Cc1ccccc1)c1ccccc1	-2.2	-6	14	4	/	-14	-3	8	5	-3
CN(c1cccc(NC(=O)Cc2ccccc2)c1)S(C)(=O)=O	0.0	-2	7	-3	-5	-7	-4	-14	3	12
Fc1ccc2nc(N3CCCCC3)sc2c1	-1.1	/	-5	2	0	5	-9	13	8	/
N[C@@H](C(=O)N[C@@H]1C(=O)N2C(C(=O)O)=C(Cl)CS[C@H]12)c1ccccc1	-1.5	-2	3	4	0	-3	-3	-2	4	2
N#C/C(=C/c1ccc(O)cc1)C(=O)NCc1ccc(Cl)cc1	1.8	/	/	-2	5	/	-1	18	-1	0
Cc1cc(F)ccc1N1CCC(N2CCN(C(C)C)C(CCO)C2)CC1 (stereo not drawn)	-9.3	19	8	0	3	-8	2	-8	-1	-2
OC(C#CCN1CCCC1)(c1ccccc1)c1cccnc1 (stereo not drawn)	2.4	/	18	/	3	-11	-2	-3	/	0
O=C(O)c1ccc(N2CCCCC2)cc1O	1.0	8	2	-1	7	-2	-5	-2	8	1
Cc1ccc(-n2c(O)c(C=Nc3cc(C)on3)c3ccccc3c2=O)c(C)c1	-2.5	3	-29	3	-3	29	-9	-4	5	-1
O=C(CSCc1ccccc1)N/N=C/c1ccccc1OCc1ccccc1	-0.6	26	-5	4	5	5	-11	-12	10	0
CC(=O)c1ccccc1OCC(O)CNC1CCCC1 (stereo not drawn)	-0.3	4	3	3	-7	-3	-6	-14	3	-4
CC(=O)c1cccc(NC(=S)NC(=O)CC(C)C)c1	2.0	18	1	-4	?	-1	-6	5	2	/
COC(=O)C1=C(N)N(c2ccc(F)cc2)C2=C(C(=O)CCC2)C1c1ccc2c(c1)OCO2 (stereo not drawn)	2.3	3	5	3	-6	-5	1	10	-4	1
c1cnc2ccc3ncccc3c2c1	1.1	0	11	-1	-4	-11	-12	-11	6	13
Cc1ccc(S(=O)(=O)NCc2n[nH]c(=S)n2C)cc1	0.6	/	-3	0	-1	3	10	-6	13	/
C[C@@]12CC(=O)NC1N(C(=O)c1cccc(C(F)(F)F)c1)C(c1ccccc1O)C2 (stereo partly drawn)	-0.1	-3	6	6	13	-6	-4	-3	-1	-3
CCSc1nnc(-c2cccnc2)n1-c1ccc(Cl)c(C)c1	-0.4	1	-13	-1	4	13	-7	-16	10	-2
Cc1cc(C)nc(SCC(=O)N/N=C/c2cccc([N+](=O)[O-])c2)n1	0.6	0	7	-1	0	-7	-3	-11	4	0
COc1ccc(C)cc1NC(=O)CCc1ccc(S(=O)(=O)N2CCOCC2)cc1	-0.7	/	-6	0	3	6	-1	-3	0	0
Cc1cc(SCC(=O)c2cccs2)n2nc(C)c(-c3ccc(Cl)cc3)c2n1	0.5	-9	-21	-1	13	21	-8	6	3	3
c1ccc2c(c1)CN1CCCC1=N2	3.0	6	5	0	0	-5	4	6	22	3
CCCN1CCN(C(=O)c2ccc(CS(=O)c3ccc(Cl)cc3)o2)CC1 (stereo not drawn)	/	7	26	-1	7	-26	-7	-8	0	0
